# Screening data (PubChem)
# GLP-1R agonist: qHTS of GLP-1 Receptor Agonists | Glucagon-like peptide 1 receptor (Homo sapiens), P43220 | HEK293 GLP-1R CRE-luciferase, luminescence, 4-6 h; cells express a hypersensitive GLP-1R form | Potency, µM (titrated, usually from 45.6 µM), without a hit: top-dose activation, most hits filed as activators | 380,000 compounds, 0.007% hits | AID 624172, 2012; further: potency means the concentration at half of the fitted maximal effect; % of control where 0% means no effect
# Target sequence (P43220 whole entry, looked up): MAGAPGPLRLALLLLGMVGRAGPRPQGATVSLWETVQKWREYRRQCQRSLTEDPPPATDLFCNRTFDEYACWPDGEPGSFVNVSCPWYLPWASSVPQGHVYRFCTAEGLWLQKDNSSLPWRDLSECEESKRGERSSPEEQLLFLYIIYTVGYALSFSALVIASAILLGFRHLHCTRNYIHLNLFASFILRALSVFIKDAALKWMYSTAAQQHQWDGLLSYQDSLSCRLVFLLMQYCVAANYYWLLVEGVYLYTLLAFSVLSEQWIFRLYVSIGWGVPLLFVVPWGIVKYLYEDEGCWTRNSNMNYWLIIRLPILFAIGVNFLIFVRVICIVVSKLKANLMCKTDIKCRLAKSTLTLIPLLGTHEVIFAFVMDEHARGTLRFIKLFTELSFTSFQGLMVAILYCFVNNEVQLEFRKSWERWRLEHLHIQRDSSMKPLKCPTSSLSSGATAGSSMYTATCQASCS
# TDP43 rescue: qHTS of TDP-43 Inhibitors; TDP-43 expressing yeast growth rescue, BacTiter-Glo, 24 h; Potency, µM (doses to about 46.1 µM), for the others: at the top dose growth rescue (activation), actives largely listed as activators; 410,000 compounds, 1.8% hits; AID 652104, 2013; further: potency means the concentration at half of the fitted maximal effect; % of control where 0% means no effect; nearly all actives have a fitted effect of over 50% in size
#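 Yeast cells expressing TDP-43 under galactose induction are exposed to compounds for 24 hr at 30 deg C. BacTiter-Glo luminescence measures growth, so protective compounds score as activators.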
# GLP1R inv ag: qHTS of GLP-1 Receptor Inverse Agonists (Inhibition Mode). HEK293 GLP-1R CRE-luciferase, luminescence, 24 h; GLP-1R form is constitutively active. Potency, µM (series often up to 38.3 µM), for the others: at the highest dose activity change, negative = inhibition, most hits filed as inhibitors. 410,000 compounds, 1.6% hits. AID 624417, 2012; further: potency means the concentration at half of the fitted maximal effect; on the % scale 0 is the no-effect control and ±100 the full control effect; nearly all actives have a fitted effect of over 55% in size
#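 Stable HEK293 clone (constitutively active GLP-1R + cAMP-response luciferase); 200 cells/uL plated, 12 h pre-culture, compound 24 hr, 37 deg C/5% CO2; detection reagent 12 min RT; luminescence.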
# aSyn yeast inh: qHTS of alpha-syn Inhibitors; Yeast expressing alpha-synuclein, growth rescue, BacTiter-Glo, 24 h; Potency, µM (doses to about 46.1 µM), without a hit: top-dose growth rescue (activation), hits mostly activators; 370,000 compounds, 0.14% hits; further: potency means the concentration at half of the fitted maximal effect; % of control where 0% means no effect; nearly all actives have a fitted effect of over 65% in size
#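 Readout is rescue of growth in alpha-synuclein-expressing yeast, so inhibitors of toxicity appear as activators. Growth after 24 hr at 30 deg C in galactose medium is quantified by luminescence.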
# PTHR1 ag: qHTS for PTHR1 Agonists: Primary Screen | Parathyroid hormone/parathyroid hormone-related peptide receptor (Homo sapiens), Q03431 | HEK293 GP2 PTHR1 cells, GloSensor cAMP luminescence, 1 h | Potency, µM (highest dose often 115 µM), without a hit: at the highest dose activation, hits mostly activators | 410,000 compounds, 0.075% hits; further: potency means the concentration at half of the fitted maximal effect; nearly all actives have a fitted effect of over 55% in size; some results filed as inactive show a strong effect at the top dose; inactives centre near -15; many of its hits are not listed in these tables
# Target sequence (Q03431 whole entry, looked up): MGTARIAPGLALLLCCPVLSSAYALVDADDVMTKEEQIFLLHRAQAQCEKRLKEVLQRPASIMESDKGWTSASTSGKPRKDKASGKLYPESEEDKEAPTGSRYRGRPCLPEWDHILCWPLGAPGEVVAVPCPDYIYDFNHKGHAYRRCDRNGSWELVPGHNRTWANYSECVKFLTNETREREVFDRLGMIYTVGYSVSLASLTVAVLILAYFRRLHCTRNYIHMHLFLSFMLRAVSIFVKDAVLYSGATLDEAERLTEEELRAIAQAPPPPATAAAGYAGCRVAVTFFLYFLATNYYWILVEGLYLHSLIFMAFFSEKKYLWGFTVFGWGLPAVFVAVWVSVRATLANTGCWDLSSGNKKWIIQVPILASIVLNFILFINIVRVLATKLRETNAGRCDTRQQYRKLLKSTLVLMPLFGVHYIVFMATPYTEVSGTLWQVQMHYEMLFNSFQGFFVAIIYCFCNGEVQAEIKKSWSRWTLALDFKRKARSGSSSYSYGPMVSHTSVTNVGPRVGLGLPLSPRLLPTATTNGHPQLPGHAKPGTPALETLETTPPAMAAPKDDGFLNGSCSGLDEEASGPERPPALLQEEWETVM
#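 HEK-293-derived GP2 cells expressing PTHR1 and a GloSensor cAMP reporter, 3,000/well, plated overnight, given luciferin plus IBMX (each 0.5 mM as added) for 1 h at 37 °C, then compound for 1 h at 37 °C. Luminescence was read after 15 min at room temperature.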
# DRD3 agonist: qHTS of D3 Dopamine Receptor Agonist: qHTS | D(3) dopamine receptor (Homo sapiens), P35462 | D3R DiscoveRx beta-arrestin cells, luminescence, 90 min | max activation, % | 410,000 compounds, 0.58% hits; in the data active means max activation above about 30%; further: 0% is about no effect; mostly tested at two doses, the higher about 12 µM
#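 Cells at 1500/well, incubated overnight, then treated with pinned compounds (dopamine as control) for 90 min at 37 degrees C. DiscoveRx reagent added for 30 - 60 minutes at room temperature; luminescence read.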
# GLP1R cytotox: qHTS of GLP-1 Receptor Inverse Agonists: Cytotox Screen; 410,000 compounds, 0.13% hits; AID 624418, 2012; HEK293 cAMP-luciferase reporter cells, luminescence, 24 h; Potency, µM (doses to about 38.3 µM), without a hit: top-dose activity change, negative = inhibition, actives largely listed as inhibitors;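 further: loss of luciferase light is scored as toxicity; potency means the concentration at half of the fitted maximal effect; on the % scale 0 is the no-effect control and ±100 the full control effect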
#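 Luminescence readout: signal drop marks cytotoxicity. Plated cells grew 12 h at 37 °C, 5% CO2, received 23 nL compound for 24 h, then got luciferase reagent, read after 12 min at RT.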
# KB-V1 MDR tox: qHTS assay for MDR1-selective chemotherapeutics: Primary screen using the drug-selected MDR subline cells KB-V1. KB-V1 MDR cells viability, CellTiter-Glo, 72 h. Potency, µM (top dose mostly 46.1 µM), for inactives: at the top dose activity change, negative = cytotoxicity, hits mostly cytotoxic. 400,000 compounds, 3.4% hits; further: potency means the concentration at half of the fitted maximal effect; on the % scale 0 is the no-effect control and ±100 the full control effect; nearly all actives have a fitted effect of over 60% in size
#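 Cytotoxicity toward P-gp-expressing KB-V1 cells was determined as loss of CellTiter-Glo luminescence after 72 h at 37 degrees C. Compounds were tested in quantitative HTS format across a concentration range, with curves fitted to normalized data.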
# D3 antag: qHTS of D3 Dopamine Receptor Antagonist: qHTS. AID 652054, 2013. 360,000 compounds, 2.5% hits. max response, negative = inhibition, %. D3R cells, DiscoveRx beta-arrestin luminescence, antagonist mode; hits give low values; in the data active means max response below about -50%; inconclusive means no clear call, values can overlap the other calls; further: on the % scale 0 is the no-effect control and ±100 the full control effect; mostly tested at two doses, the higher about 12 µM
#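 Cells expressing the human receptor were seeded at 1500 cells/well, incubated overnight at 37 degrees C in 5% CO2, then exposed to library compounds with dopamine controls for 90 minutes at 37 degrees C before luminescent detection.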
# An asterisk follows results filed as active; i = inactive; ? = inconclusive; . = no result given; & = joins results of further samples; [ ] = another dose, or the depositor's remark. Unless noted, the call rests on the fitted dose curve; in most records, active means well fitted curve in the direction sought with a large enough effect; inconclusive means small, poorly fitted or top-dose-only effect, or another doubt; inactive means no such curve, though single readings can be large; an effect the other way counts as inactive or inconclusive. Some of the compounds tested (hit frequency here may not be typical).
SMILES,GLP-1R agonist,TDP43 rescue,GLP1R inv ag,aSyn yeast inh,PTHR1 ag,DRD3 agonist,GLP1R cytotox,KB-V1 MDR tox,D3 antag
CC(C)c1ccc(CC(=O)N2CCC2(C)C(=O)Nc2ccc3c(c2)OCCO3)cc1 (stereo not given),-1%,?,?,1%,-70%[inhibitor],-4,-9%,16µM*,-2
Fc1cccc(F)c1-c1nc(-c2ccncc2)no1,2%,12%&0%,16%&6%,9%,-10%&-29%,4&5,10%&-8%,0%&0%,3
Cn1c(-c2ccc(Br)o2)nc2ccccc21,2%,-1%,-26%,-21%&-23%,i,-13,0%,?,-5
O=C(COCc1cc(-c2ccco2)on1)Nc1cc(Cl)ccc1O,.,14%,-15%,.,-57%[inhibitor],-12,-6%,3%,.
COC(=O)c1c(NC(=O)c2nc3ccccc3s2)sc2c1CC(C)(C)NC2(C)C,7%,-21%,-12%,0%,5%,0,10%,20%,8
Cc1ccccc1NS(=O)(=O)c1ccc(OCC(=O)N2CCCC2)cc1,7%,-3%,4%,-16%,-2%,-7,-5%,-21%,4
NC(=O)NC(=O)COC(=O)/C=C/c1cccc(Br)c1,11%,9%,1%,-5%,-10%,1,0%,0%,9
O=C(OCc1cc([N+](=O)[O-])cc2c1OCOC2)c1ccc2ccccc2n1,6%,-13%,-5%,0%,i,6,2%,-2%,8
CCCN1CCN(C(=O)c2ccc(CS(=O)c3ccc(Br)cc3)o2)CC1 (stereo not given),0%,1%,-5%,-6%,-14%,-8,-23%,-16%,20
CCCCC(=O)Nc1nnc(SCC(=O)NC2CCCC2)s1,-10%,8%,-11%,-1%,i,12,-1%,-3%,5
CC1CCC2(CC1)NC(=O)N(CC(=O)Nc1ccc3c(c1)OCCCO3)C2=O (stereo not given),1%,6%,-28%,-9%,-94%[inhibitor],2,4%,?,1
COc1cc(OC)c(OC)cc1/C=C1\SC(N2CCCCC2)=NC1=O,30%,-6%,52%[activator],-3%,2%,-8,11%,?,0
CCn1ncc([N+](=O)[O-])c1C(=O)Nc1nc2cccc(C)c2s1,-8%,8%,-12%,-5%,-6%,-6,-1%,1%,0
OC[C@@H]1[C@@H](c2ccc(Cl)cc2)C(c2cccc(Cl)c2)=NN1c1ccccc1,-1%,2%,?,19%,i,9,325%[activator],?,27
COc1ccc(/C=C(/NC(=O)c2ccccc2)C(=O)NC2CCS(=O)(=O)C2)cc1 (stereo not given),-7%,-17%,0%,-1%,i,-5,1%,-2%,-15
COc1ccc(CNC(=O)CN(C(=O)c2csnn2)c2ccc(C(C)=O)cc2)cc1,3%,6%,15%,-6%,-16%,-11,-3%,-1%,-27
CCOC(=O)c1c(C)c(-c2ccccc2)n(CC(=O)N2CCN(C)CC2)c1C,7%,4%,-21%,-4%,i,-2,-11%,-5%,-13
Cc1cccc(NC(=S)N2CCC(N(C)CC3CCCO3)CC2)c1C (stereo not given),2%,-13%,2%,0%,-1%,-11,10%,?,6
COC(=O)Cc1cc(=O)n2[nH]c(C)c(-c3ccccc3)c2n1,-23%,-2%,-7%,1%,-1%[57.5 µM],2,-9%,24%,?
Cc1ccc(NC(=O)CSc2nc(-c3ccc(F)cc3)nc3c2Cc2c(CO)cnc(C)c2O3)cc1C,.,16%,0%,.,11%,7,2%,7%,.
CC1CCN(S(=O)(=O)c2ccc(NC(=O)CN3CCN(C)CC3)cc2)CC1,3%,-22%,?,-5%,i,-13,6%,1%,-23
COc1cc(NC(=O)c2ccccc2C)c(OC)cc1NC(=O)CN1CCOCC1,14%,-14%,4%,-4%,i,19,-7%,?,10
Cc1ccc(C(=O)NC(=S)Nc2ccc(N3CCN(C(=O)c4ccco4)CC3)cc2)cc1,-10%,9%,12%,1%,-36%[inhibitor],1,3%,.,20
Cc1ccc(NC(=O)CN2C(=O)c3ccccc3C2=O)cc1,2%,-25%,-15%,-7%,i,-13,-6%,29%,-11
O=C1CN(S(=O)(=O)c2ccccc2)CCN1S(=O)(=O)c1ccccc1,5%,-13%,2%,0%,-9%,-5,-2%,0%,-11
COc1cccc(C(=O)/C=C/c2ccc(SC)cc2)c1,-1%,-2%,-18%,8%,i,-27,-6%,12%,4
Nc1ccc(C(O)(C(F)(F)F)C(F)(F)F)cc1,16%,21%,-1%,-3%,i,2,8%,?,12
O=C(Cn1cc(C(F)(F)F)ccc1=O)N/N=C/c1ccc(Cl)cc1,6%,-13%,-17%,0%,-18%,0,-2%,5%,2
Cc1cc(C)c(NC(=O)c2cccc(NC(=O)c3ccco3)c2)c(C)c1,3%,5%,-10%,-8%,-23%,-11,3%,-2%,-4
COc1cc(/C=C2/CCCC(C(=O)C(F)(F)F)=C2O)ccc1O,10%,18%,31%[activator],-4%,-14%,-4,-1%,0%,-5
CC(=O)c1ccc(NC(=O)CSc2ccc3nnc(-c4ccccn4)n3n2)cc1,2%,-3%,50%[activator],-2%,i,3,-13%,0%,-8
Cc1ccc(NC(=O)CSc2nc3ccc(NC(=O)c4ccco4)cc3s2)cc1,.,6%,-21%,.,-17%,6,-21%,12%,.
Cn1c(SCCC#N)nnc1-c1ccccc1F,2%,13%,?,0%,-6%,-5,-1%[0.307 µM],3%,0
O=C(Nc1ccc(N2CCCC2)cc1)c1cc(Br)ccc1Cl,14%,5%,8%,-1%,-16%,-8,-24%,?,-22
O=C(Nc1ccc2oc(-c3ccc4ccccc4c3)nc2c1)c1ccccc1F,.,2%,5%,.,-17%,1,1%,-21%,.
CC(=O)CC1=NC(C)(C)Cc2ccccc21,12%,19%,4%,1%,i,-5,-3%,-2%,14
Cc1ccc(NC(=O)Cn2nnc(-c3nc(-c4ccc(Cl)cc4)no3)c2N)cc1C,.,11%,2%,.,-10%,-11,6%,.,.
CSCCC(NC(=O)c1ccccc1)C(=O)N1CC(C)OC(C)C1 (stereo not given),0%,13%,6%,5%[1.84 µM],i,4,1%,0%,2
CCC(C(=O)Nc1nc(C)cs1)c1ccccc1 (stereo not given),3%,?,?,5%,-6%[57.5 µM],-3,-8%,-4%,12
CCOC(=O)N1CCC(NC(=O)C2CCCN(S(C)(=O)=O)C2)CC1 (stereo not given),-4%,-12%,-1%,-5%,-11%,-7,8%,23%,-21

# Record cards, as listed above. Order of values: GLP-1R agonist | TDP43 rescue | GLP1R inv ag | aSyn yeast inh | PTHR1 ag | DRD3 agonist | GLP1R cytotox | KB-V1 MDR tox | D3 antag
# COc1cc(NC(=O)c2ccccc2C)c(OC)cc1NC(=O)CN1CCOCC1 across the screens: 14% | -14% | 4% | -4% | i | 19 | -7% | ? | 10
# Cc1ccc(NC(=O)Cn2nnc(-c3nc(-c4ccc(Cl)cc4)no3)c2N)cc1C across the screens: . | 11% | 2% | . | -10% | -11 | 6% | . | .
# Cc1ccc(NC(=O)CSc2nc3ccc(NC(=O)c4ccco4)cc3s2)cc1 across the screens: . | 6% | -21% | . | -17% | 6 | -21% | 12% | .
# CC1CCN(S(=O)(=O)c2ccc(NC(=O)CN3CCN(C)CC3)cc2)CC1 across the screens: 3% | -22% | ? | -5% | i | -13 | 6% | 1% | -23

# More results follow.
SMILES,GLP-1R agonist,TDP43 rescue,GLP1R inv ag,aSyn yeast inh,PTHR1 ag,DRD3 agonist,GLP1R cytotox,KB-V1 MDR tox,D3 antag
Cc1ccc(S(=O)(=O)Nc2cccc(Cl)c2)cc1NC(=O)c1cccnc1,8%,.,-20%,0%,-13%,1,-16%,-1%,45
Cc1c(-c2ccccc2)[n+](=O)c(-c2ccc(Cl)cc2)c(C)n1[O-],2%,10%,33%[activator],4%,i,2,-3%,0%,13
O=c1c2cc(Br)ccc2[nH]c(=S)n1Cc1ccccc1,23%,-4%,-11%,?,-9%,-2,?,-6%,-6
CCNC(=O)/C(C#N)=C/c1c(N2CCCCCC2)nc2ccccn2c1=O,15%,14%,64%[activator],-2%,i,2,-16%,2%,17
CC(=O)Nc1ccc(C(=O)OCC(=O)NC2CCCCCCC2)cc1,6%,9%,2%,0%,-56%[inhibitor],4,3%,-8%,3
CCCCOc1ncnc2c1[nH]c1ccc(C)cc12,8%,?,-30%,0%,-28%,23,0%,7.3µM*,16
COC(=O)c1cc(NC(=O)c2c(C)noc2C)ccc1N1CCOCC1,-1%,-3%,17%,-1%,-4%,-6,-6%,0%,-4
CNC(=O)c1csc(Cc2c(Cl)sc3ccc(Cl)cc23)n1,21%,20µM*,?,6%,-42%[inhibitor],-2,-3%,?,35

# Exported tab-delimited: part of the list above
SMILES	GLP-1R agonist	TDP43 rescue	GLP1R inv ag	aSyn yeast inh	PTHR1 ag	DRD3 agonist	GLP1R cytotox	KB-V1 MDR tox	D3 antag
CC(=O)Nc1ccc(C(=O)OCC(=O)NC2CCCCCCC2)cc1	6%	9%	2%	0%	-56%[inhibitor]	4	3%	-8%	3
CCCCOc1ncnc2c1[nH]c1ccc(C)cc12	8%	?	-30%	0%	-28%	23	0%	7.3µM*	16
